Compound activity: PubChem BioAssay, Sanford-Burnham Center for Chemical Genomics
NadD block – NadD (S. aureus) enzyme inhibition; inhibition, % at 20 µM; 360,000 compounds, 0.78% hits; purified NadD enzyme, colorimetric absorbance read-out; AID 602399; in the data active means inhibition above about 26%; further: some compounds past the cut are filed as inactive
SKN-1 block – inhibitors of C. elegans SKN-1. C. elegans VP596 Pgst-4::GFP/RFP ratio, acrylamide-induced, 24 h. inhibition, % at 21.8 µM. 360,000 compounds, 0.49% hits;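 active means interference check ratio from 0.5 to 1.5 plus GFP to RFP signal ratio inhibition reaching or exceeding a fixed threshold, cut at about 30% in these data, passing the limit was not always enough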; further: some compounds called inactive have numbers as strong as hits
CendR NRP1 mod – modulators of CendR peptide binding to human neuropilin-1. O14786. FAM-RPARPAR peptide binding to NRP-1, fluorescence polarization. inhibition, % at 25 µM. 360,000 compounds, 0.85% hits. AID 602438;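 active means inhibition or corrected inhibition above about 18%, plus a signal ratio from 0.5 to 1.5, limit read from the data, passing the limit was not always enough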; further: strong numbers were not always called active
Rpn11 block – Rpn11 (human) deubiquitinase inhibition | O00487 | 360,000 compounds, 0.59% hits | human 26S proteasome, Ub4-pepOG fluorescence polarization; 20S core pre-blocked with epoxomicin | calls only at 20 µM;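 active means inhibition at 20 µM, scaled to each plate's controls, above about 33%, limit read from the data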
Target sequence (O00487 whole entry, looked up): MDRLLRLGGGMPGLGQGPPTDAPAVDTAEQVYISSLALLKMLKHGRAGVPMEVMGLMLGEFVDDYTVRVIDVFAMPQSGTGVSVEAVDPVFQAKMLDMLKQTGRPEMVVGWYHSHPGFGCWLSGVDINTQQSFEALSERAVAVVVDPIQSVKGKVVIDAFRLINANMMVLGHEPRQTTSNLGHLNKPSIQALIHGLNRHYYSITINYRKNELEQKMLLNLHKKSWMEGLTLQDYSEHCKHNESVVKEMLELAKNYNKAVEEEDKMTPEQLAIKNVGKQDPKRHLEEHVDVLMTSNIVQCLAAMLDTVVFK
Scp-1 inhibitor – Scp-1 (human) phosphatase inhibition; Q9GZU7; Recombinant Scp1, phosphopeptide, malachite green phosphate absorbance; inhibition, % at 20 µM; 340,000 compounds, 0.88% hits;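 active means inhibition above about 50% at 20 µM, limit read from the data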;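 further: plate controls were DMSO wells with enzyme for no effect and wells lacking enzyme for full effect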
Target sequence (Q9GZU7 76-261 limits assumed): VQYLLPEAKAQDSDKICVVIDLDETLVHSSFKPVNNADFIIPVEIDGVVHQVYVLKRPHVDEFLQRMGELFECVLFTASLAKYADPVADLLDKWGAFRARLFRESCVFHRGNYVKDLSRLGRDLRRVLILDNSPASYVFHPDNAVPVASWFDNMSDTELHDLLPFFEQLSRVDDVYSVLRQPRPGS
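Assay system: SCP-1 catalytic fragment, aa 76-261 | Buffer or medium: Tris acetate buffer pH 5.5 with MgCl2 and Tween-20 | Compound: One concentration, 20 µM, with 1.0% DMSO | Also added: Phospho 17-mer peptide substrate | Signal: Absorbance at 630 nm | Incubation: 45 min enzyme reaction at room temperature | Measure: % inhibition of SCP-1 phosphate liberation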
LMPTP inh – blocks human LMPTP phosphatase; inhibition, % at 20 µM; recombinant LMPTP-A, OMFP fluorogenic substrate, fluorescence intensity; AID 651560; 360,000 compounds, 0.22% hits; P24666;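 active means compounds that cut the enzyme signal by at least half of the control window in the single-dose screen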;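 further: plate controls were DMSO wells with enzyme plus substrate for no effect and substrate without enzyme for full effect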
Target sequence (P24666 whole entry, looked up): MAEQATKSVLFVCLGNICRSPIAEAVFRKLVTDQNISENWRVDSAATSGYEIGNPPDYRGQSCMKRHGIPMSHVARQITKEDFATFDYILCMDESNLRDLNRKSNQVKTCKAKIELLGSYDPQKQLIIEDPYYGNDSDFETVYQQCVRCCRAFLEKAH
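Assay system: LMPTP-A enzyme. Input: 0.625 nM LMPTP-A final. Probe or stimulus: 400 µM OMFP. Compound dosing: single 20 µM dose. Schedule: 50 min dark incubation at room temperature. Detection: fluorescence intensity of OMFP turnover product. Read-out: percent inhibition versus substrate-only and uninhibited controls. Benchmarks: no-enzyme low control, uninhibited high control.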
STEP inh – STEP (human) phosphatase inhibition; recombinant STEP, OMFP fluorogenic substrate, fluorescence; inhibition, % at 20 µM; 360,000 compounds, 0.25% hits; AID 588621;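 active means inhibition at 20 µM, scaled per plate between control wells, above about 37%, limit read from the data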;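 further: 0% = DMSO with enzyme and substrate and 100% = substrate only without enzyme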
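System: isolated STEP enzyme; schedule: 20 min enzyme reaction at room temperature, protected from light; medium: Bis-Tris buffer pH 6.0, 2.5 mM DTT, 0.005% Tween 20; signal: fluorescence, 480/540 nm; dosing: single compound dose of 20 µM, 1% DMSO final; also added: OMFP substrate, 25 µM final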
SUMO1 PPI mod – modulators of human SUMO1-mediated protein-protein interactions | P63165 | SUMO1 binding to a labelled peptide, TR-FRET, 1 h | inhibition, % at 20 µM | 360,000 compounds, 0.33% hits | AID 602429; in the data active means inhibition above about 37%
Target sequence (P63165 whole entry, looked up): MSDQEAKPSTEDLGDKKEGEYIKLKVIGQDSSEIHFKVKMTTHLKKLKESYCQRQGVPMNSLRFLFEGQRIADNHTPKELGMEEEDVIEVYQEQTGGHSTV
MT1-MMP act inh – inhibitors of human MT1-MMP activation. HT1080 RFP-PRO-GFP cells, GFP/RFP ratio fluorescence, overnight; percent of plate control window, DMSO zero. P50281. 360,000 compounds, 0.061% hits. GFP/RFP ratio change, % at 20 µM. AID 651647;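 active means GFP/RFP ratio change of at least 30% with cell ATP level not reduced by more than half and red fluorescence within 50% of control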; further: strong numbers were not always called active
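system = RFP-PRO-GFP reporter HT1080 cells | dosing = 20 µM single dose, 1% DMSO | timing = overnight cell settling, then overnight compound exposure, 37 °C, 5% CO2 | read-out basis = GFP/RFP fluorescence ratio | controls = DMSO and RFP-L50D-GFP cell wells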
DNMT1 inh – blocks human DNA methyltransferase DNMT1; DNMT1 molecular beacon, Hinp1I cleavage, fluorescence; inhibition (reported as % activation of signal), % at 10 µM; 360,000 compounds, 0.83% hits; in the data active means inhibition above about 50%
The depositor's hits bear a star; i = inactive; . = not tested or not shown.

Rpn11 block	SUMO1 PPI mod	NadD block	DNMT1 inh	CendR NRP1 mod	LMPTP inh	MT1-MMP act inh	Structure	STEP inh	Scp-1 inhibitor	SKN-1 block
i	-3	-5	6	12	-0.6	1	CC(NS(=O)(=O)c1ccc2ccccc2c1)c1ccccn1 (stereo not drawn)	-1	-5	12
i	5	-3	-5	-10	0.8	0	Cc1ccc(OCCn2c(C3CC(=O)N(Cc4ccccc4)C3)nc3ccccc32)cc1 (stereo not drawn)	2	-3	-2
i	-1	-6	0	0	-0.7	-2	O=C(CSc1nc2c(oc3ccccc32)c(=O)n1CC1CCCO1)NCc1ccccc1 (stereo not drawn)	0	-8	-1
i	2	3	7	-4	-0.9	-5	CCc1cccc(CC)c1-n1c(SCc2cc(=O)n3ccsc3n2)nnc1-c1cccnc1	14	7	-6
i	-13	-5	-3	-13	-2.0	1	COc1ccc([N+](=O)[O-])cc1NC(=O)COC(=O)c1ccccn1	-5	-5	-4
i	3	-8	-21	10	1.7	2	CCOc1cc(NC(=O)c2ccco2)c(OCC)cc1NC(=O)CCc1ccccc1OC	3	-13	39*
i	-6	-6	2	6	-1.2	2	COc1ccc(NC(=O)C2(C)CCCN2C(=O)C(C)C)cc1OC (stereo not drawn)	0	.	6
i	1	-3	3	3	-0.6	3	Cc1ccc(S(=O)(=O)Nc2cc(C(=O)O)ccc2N2CCCCC2)cc1	-9	2	-6
i	-4	-1	6	-12	-1.0	-3	NCCc1nnc(SCC(N)=O)o1	-3	-5	4
i	0	-2	1	-3	-0.1	6	Cc1c(C(C)C)c(=O)n(-c2ccc(S(=O)(=O)NCc3ccccc3)cc2)n1C	2	9	7
i	-5	-4	2	3	-0.5	5	O=Nc1c2nc3ccccc3n(O)c-2c2ccccc12	2	.	4
i	1	0	7	7	-0.7	-5	CCNc1nc(NCC)n2c(SCC(=O)c3ccc(C(C)C)cc3)nnc2n1	2	3	3
i	-3	-3	-7	-1	0.2	2	Cc1ccsc1C(=O)N(c1nc2ccccc2s1)c1c(C)cccc1C	1	-9	-19
i	1	0	-1	3	-0.5	-3	Cc1ccc(C)c(OCCC(=O)NNC(=O)c2ccncc2)c1	0	-5	6
i	0	-3	2	5	0.0	-1	Cc1ccc(S(=O)(=O)Cc2ccc(C(=O)N3CCN(c4ccccn4)CC3)o2)cc1	5	15	-2

Following part.
Rpn11 block	SUMO1 PPI mod	NadD block	DNMT1 inh	CendR NRP1 mod	LMPTP inh	MT1-MMP act inh	Structure	STEP inh	Scp-1 inhibitor	SKN-1 block
i	22	-6	-3	-15	3.0	2	CCc1ccccc1NC(=O)CNC(=O)c1cccc(S(=O)(=O)N2CCN(Cc3ccccc3)CC2)c1	0	6	1
i	-8	0	-1	20	-1.1	-3	CC1Cc2ccccc2N1C(=O)c1ccc2snnc2c1 (stereo not drawn)	-2	0	17
i	-1	-2	2	-10	3.0	-5	Cc1cccc(OCc2nnc(SCC(=O)N3c4ccccc4Sc4ccc(Cl)cc43)o2)c1	4	-16	9
i	-8	-4	1	6	0.2	-1	CCn1c(SCC(=O)N/N=C/c2cc(OC)c(OC)c(OC)c2)nc2ccccc21	-1	-7	8
i	5	-3	5	-2	-0.8	-2	O=C(NNS(=O)(=O)c1ccc(F)cc1)c1ccccc1F	-2	6	-12
i	0	4	-9	-11	4.0	1	c1ccc(CC2CCN(c3nc4ccccc4n4cnnc34)CC2)cc1	14	5	17
i	-2	1	4	-8	-0.8	8	O=C1CC[C@@H](C(=O)N2CSC[C@@H]2C(=O)Nc2ccc(C(F)(F)F)cc2)N1	0	.	-11
i	0	-6	-3	5	2.6	0	CCOc1ccc(/C=C(\C#N)C(=O)c2c(C)[nH]c3ccccc23)cc1OC	-5	-16	4
i	12	-4	5	8	0.2	6	CC1CCCCN1S(=O)(=O)c1coc(C(N)=O)c1 (stereo not drawn)	1	13	-9
i	-2	-8	-1	0	-0.1	-2	COc1ccc(CNCC(O)COc2cccc3c2OC(C)(C)C3)cc1 (stereo not drawn)	-1	-1	5
i	2	-8	-1	-8	0.4	-2	Cc1onc(-c2c(Cl)cccc2Cl)c1C(=O)N=S(C)(=O)c1ccccc1 (stereo not drawn)	0	-4	4
i	0	-5	4	4	0.5	2	COc1cc(C(=O)OCc2cccc(OC)c2OC)ccc1OCC(=O)N1CCOCC1	-1	-7	-9
i	-2	2	2	-2	-0.4	2	COc1cc(NC(=O)CCCC(=O)OCC(F)(F)C(F)F)nc(OC)n1	0	1	0
i	-5	4	21	6	0.2	-7	O=C(Cn1ncc(Cl)c(Cl)c1=O)NC(=O)NC1CCCCC1	0	5	-6
.	-12	8	33	142	5.8	-98	Cc1ccc(CNC(=O)c2cccc3c2C(=O)c2ccc(N4CCC(C)CC4)cc2S3(=O)=O)cc1	1	-6	-13

Carrying on.
Rpn11 block	SUMO1 PPI mod	NadD block	DNMT1 inh	CendR NRP1 mod	LMPTP inh	MT1-MMP act inh	Structure	STEP inh	Scp-1 inhibitor	SKN-1 block
i	8	1	0	12	0.2	-3	COc1ccc(-c2[nH]ncc2-c2csc(C)n2)c(O)c1	1	-5	1
i	-3	-6	-1	4	-2.2	8	O=C(CNCC1CCCO1)N1CCN(S(=O)(=O)c2ccc3ccccc3c2)CC1 (stereo not drawn)	2	-5	3
i	-1	-7	3	-11	-0.9	-3	CN(C)/C=C(\C#N)S(=O)(=O)c1ccccc1	0	-6	-1
i	3	1	-1	2	-0.3	-65	CCOc1ccc(C(=O)N[C@H](C(=O)Nc2cccc(S(=O)(=O)N3CCOCC3)c2)C(C)C)cc1	2	-6	-32
i	0	9	-4	-7	5.2	-5	Cc1nnc(N2CCCC(C(=O)Nc3cc(F)ccc3F)C2)c2nn(-c3ccccc3)c(C)c12 (stereo not drawn)	3	3	26
i	1	-1	6	2	-1.0	-1	CN(C(=O)COC(=O)c1cccnc1Cl)C1CCCCC1	-3	-10	5
i	3	-7	-1	3	-1.3	0	CCn1cc(CN2CCC(n3nccc3NC(=O)C3CCCC3)CC2)cn1	-5	-11	2
i	-13	-4	-3	11	0.0	6	NC(=O)CC(NC(=O)c1ccc(Br)cc1)c1ccc(N2CCN(c3ccccn3)CC2)c([N+](=O)[O-])c1 (stereo not drawn)	2	-2	10
i	-1	-1	2	9	-1.9	-4	S=c1[nH]nc(-c2ccccc2Cl)n1CC1CCCO1 (stereo not drawn)	-6	-2	0
i	-3	-6	-3	9	0.6	2	CCOc1ccc(NC(=O)CCN2CCN(c3ccccc3)CC2)cc1	-1	0	-1
i	11	2	-4	-8	3.4	-3	COc1ccc(-c2nc(N)nc(C)c2-c2ccc(Cl)cc2)c(O)c1	1	-3	9
i	-6	3	1	-10	-0.4	-3	N#Cc1cc(-c2ccccc2)oc1/N=C/c1ccccc1O	-2	0	6
i	-8	-7	6	-7	-1.1	1	CC1Cc2cc(/C=C3/SC(=S)N(C)C3=O)ccc2O1 (stereo not drawn)	0	-13	24
i	-4	-3	-1	-10	-1.2	-3	Cc1noc(/C=C/N(C)C)c1S(=O)(=O)N1CCCC(C(=O)NCc2ccco2)C1 (stereo not drawn)	-2	-8	9
i	0	1	-2	11	-1.3	3	COC(=O)C1=C(C)NC(C)=C(C(=O)OC)C1c1cc2ccc(C)cc2[nH]c1=O	-1	-6	-17
.	-6	.	.	-22	-0.6	2	O=C(NCc1ccccc1)C(c1ccccc1)n1c(-c2ccccn2)nc2ccccc21 (stereo not drawn)	.	.	13
i	-15	-2	1	7	-1.2	5	O=[N+]([O-])c1ccccc1OCCNCc1ccccc1	2	-9	-5
i	-1	-2	2	1	0.7	1	CCc1nn(C)c(N)c1C	2	-7	13

Arranged by SMILES length (falling): some entries from above.
Rpn11 block	SUMO1 PPI mod	NadD block	DNMT1 inh	CendR NRP1 mod	LMPTP inh	MT1-MMP act inh	Structure	STEP inh	Scp-1 inhibitor	SKN-1 block
i	3	1	-1	2	-0.3	-65	CCOc1ccc(C(=O)N[C@H](C(=O)Nc2cccc(S(=O)(=O)N3CCOCC3)c2)C(C)C)cc1	2	-6	-32
i	0	9	-4	-7	5.2	-5	Cc1nnc(N2CCCC(C(=O)Nc3cc(F)ccc3F)C2)c2nn(-c3ccccc3)c(C)c12 (stereo not drawn)	3	3	26
i	0	1	-2	11	-1.3	3	COC(=O)C1=C(C)NC(C)=C(C(=O)OC)C1c1cc2ccc(C)cc2[nH]c1=O	-1	-6	-17
i	-3	-6	-1	4	-2.2	8	O=C(CNCC1CCCO1)N1CCN(S(=O)(=O)c2ccc3ccccc3c2)CC1 (stereo not drawn)	2	-5	3
i	-3	-6	-3	9	0.6	2	CCOc1ccc(NC(=O)CCN2CCN(c3ccccc3)CC2)cc1	-1	0	-1
i	8	1	0	12	0.2	-3	COc1ccc(-c2[nH]ncc2-c2csc(C)n2)c(O)c1	1	-5	1
i	1	-1	6	2	-1.0	-1	CN(C(=O)COC(=O)c1cccnc1Cl)C1CCCCC1	-3	-10	5
